Screening results: PubChem, several laboratories
PolyA inh: yeast polyadenylation inhibition. S. cerevisiae SKY197-pL101 polyadenylation reporter, beta-gal luminescence; efflux-impaired pdr1/pdr3 knockout yeast; score 100 = 6 SD above DMSO. calls only at 12 µM. 300,000 compounds, 0.02% hits. AID 1875;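 active means lowest replicate activity score at least 50, where 100 means six control SD above control mean; inconclusive means lowest score under 50 but half or more replicates reach 50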;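 further: yeast exposed to compound for 9 h at 30 °C; higher score means more reporter readthrough which indicates perturbed polyadenylation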
MrgX1 antag: human MrgX1 receptor antagonism, primary screen | AID 588676 | Q96LB2 | 310,000 compounds, 1.3% hits | B-score at 10 µM | MRGX1-HEK293 calcium flux, Fluo-4, BAM8-22 antagonism; hits give low values;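 active means calcium-response B-score plate-corrected more than 3 library SD below zero, starting fluorescence within 5 deviations, no agonist response on first addition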;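 further: peak minus trough fluorescence over baseline after final BAM8-22 challenge near maximal dose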
Target sequence (Q96LB2 whole entry, looked up): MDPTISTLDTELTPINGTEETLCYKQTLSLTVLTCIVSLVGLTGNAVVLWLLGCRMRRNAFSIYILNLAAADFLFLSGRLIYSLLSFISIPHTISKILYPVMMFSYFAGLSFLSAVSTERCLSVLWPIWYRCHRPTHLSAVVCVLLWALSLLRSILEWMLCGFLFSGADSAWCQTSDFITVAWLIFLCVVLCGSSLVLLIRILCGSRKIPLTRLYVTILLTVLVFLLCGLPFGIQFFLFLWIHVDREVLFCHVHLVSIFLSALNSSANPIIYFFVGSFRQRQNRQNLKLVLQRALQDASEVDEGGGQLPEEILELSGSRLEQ
TRPC4 potent: allosterically enhances the mouse TRPC4 cation channel; B-score at 10 µM; 310,000 compounds, 0.42% hits; Q9QUQ5; HEK293 TRPC4beta/mu-opioid, DAMGO EC20, Fluo-4 Ca2+ flux; hits give high values; AID 2227;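 active means B-score of calcium response area above 5 SD of library B-scores, with initial fluorescence ratio within 5 SD of library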;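 further: B-score of integrated fluorescence ratio over time as area under calcium response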
MrgX1 agonist: agonists of human MrgX1 receptor; MrgX1-HEK293 cells, Fluo-4 calcium fluorescence, agonist mode; hits give high values; B-score at 10 µM; 310,000 compounds, 0.44% hits; AID 588627;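 active means calcium response B-score plate-corrected fluorescence ratio at least 3 library SD, with starting fluorescence B-score inside 5 SD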
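System: HEK293 cells stably expressing human MrgX1 receptor; Dosing: test compound in the initial addition of three; Schedule: overnight plating, then 30 min 37 °C plus 30 min room-temperature dye loading; Detection: kinetic calcium dye fluorescence, Fluo-4 NW; Controls: per-plate positive and negative controls for Z′ factor.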
TRPC6 act: activators of mouse TRPC6 channel; Q61143; HEK293-TRPC6 membrane potential dye fluorescence; hits give high values; B-score at 10 µM; 310,000 compounds, 0.13% hits; AID 2550;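 active means B-score of the integrated fluorescence ratio above library mean plus 3 SD, and starting fluorescence ratio within library mean plus 5 SD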;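 further: higher score means more depolarization so channel activation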
HIF activator: HIF pathway transcriptional activation; U2OS HRE-luciferase reporter, luminescence; normalized: DMSO 0%, desferrioxamine 100%; activation, % at 7.5 µM (by protocol); 300,000 compounds, 0.32% hits; AID 1910;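 active means mean activation of at least 10% of the iron chelator positive control signal, with at least half of replicates also reaching 10%; inconclusive means mean and replicate majority disagree about reaching 10%; inactive means mean and most replicates under 10%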
TRPC4 inh: inhibitors of mouse TRPC4 channel; Q9QUQ5; HEK293 TRPC4beta/mu-opioid, DAMGO-evoked Fluo4 calcium flux; hits give low values; B-score at 10 µM; 300,000 compounds, 0.39% hits; AID 2247;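 active means B-score over 3 SD under the library average, no early fluorescence shift, positive overall ratio signal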
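System: stable TRPC4beta/mu-opioid receptor HEK293 cells; Dosing: single-point compound dosing; Measured by: Fluo4 Ca2+ flux fluorescence; Read-out basis: per-well B score of integrated baseline-normalized Fluo4 ratio.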
AI-2 QS mod: modulates the Vibrio harveyi AI-2 quorum sensing system. Vibrio harveyi JMH597 AI-2 luminescence/OD600 ratio, 9 h; hits give low values; strain lacks LuxN and CqsS sensors; 0 = neutral-control median. activity change, % at 7.5 µM. 300,000 compounds, 0.4% hits. AID 2094; in the data active means activity change below about -75%, passing the limit was not always enough; inconclusive means no clear call, values can overlap the other calls;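 further: luminescence divided by OD600 gain over 9 h not by final OD600 alone; inactives centre near 13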
TRPC4 act: TRPC4 (mouse) channel activation; Q9QUQ5; HEK293 TRPC4beta/mu-opioid, Fluo4 calcium fluorescence; hits give high values; B-score at 10 µM; 310,000 compounds, 0.49% hits; AID 2237;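 active means B-score above 5 SD of library B-scores, and initial fluorescence ratio not above library mean plus 5 SD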;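 further: positive B-score marks a calcium rise read as TRPC4 activation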
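Assay system: HEK293 cells stably co-expressing mouse TRPC4beta and mu-opioid receptor / Timing: Fluo4 dye loading 45 min at room temperature, 110 s recording / Signal: Fluo4 calcium-sensitive dye fluorescence, kinetic, 1 Hz baseline / Read-out: integrated baseline-normalised fluorescence ratio, converted to per-well B score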
TRPC6 inhibitor: blocks the mouse TRPC6 cation channel; HEK293-TRPC6, membrane potential dye, ACh-evoked depolarization; hits give low values; B-score at 10 µM; 310,000 compounds, 1.1% hits; Q61143; AID 2553;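 active means B-score under library mean minus 3 SD, initial fluorescence not abnormally high, positive integrated signal ratio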;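 further: B-score derived from integrated fluorescence ratio over the kinetic read; more negative B-score means stronger inhibition of depolarization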
MrgX1 PAM: allosterically activates human MrgX1 receptor signaling; Q96LB2; MrgX1-HEK293, Fluo-4 calcium flux, FDSS; hits give high values; B-score at 10 µM; 310,000 compounds, 0.63% hits; AID 588675;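 active means plate-corrected calcium response at least 3 library SD above typical, normal starting fluorescence, not activating the receptor alone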;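 further: compound read alongside a low EC10 to EC30 dose of BAM8-22 agonist; peak minus trough fluorescence over baseline measured at the second addition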
* marks the source's active call; other numbers are inactive results; i = inactive; ? = inconclusive; / = no result given. These rows are one share of the data; the hit share may differ from the screen's.

Each structure is followed by: PolyA inh	MrgX1 antag	TRPC4 potent	MrgX1 agonist	TRPC6 act	HIF activator	TRPC4 inh	AI-2 QS mod	TRPC4 act	TRPC6 inhibitor	MrgX1 PAM
1: COc1ccc(CNC(=O)CN(c2ccc(OC)cc2)S(=O)(=O)c2c(C)nn(C)c2C)cc1
    i	i	i	i	i	-0.8	i	11	i	i	i
2: Fc1ccc(Oc2nnnn2-c2ccccc2)cc1
    i	i	i	i	i	-0.2	i	19	i	i	i
3: COc1cc2nc(NC(=O)c3ccccc3)sc(=O)c2cc1OC
    i	/	i	/	i	0.7	i	7	i	i	/
4: CC1(C)CN(C(Cc2ccccc2)C(N)=O)C1=O (stereo not given)
    i	i	i	i	i	0.1	i	10	i	i	i
5: COc1cc(/C=C2\SC(=S)N(CCC(=O)Nc3cccc(O)c3)C2=O)cc(OC)c1OC
    i	-4.6*	i	i	i	0.4	i	16	i	i	i
6: COc1ccc2cc[nH]c2c1
    i	i	i	i	i	1.2	i	0	i	i	i
7: CCOC(=O)C1=C(C)N=C2SC(C)C(=O)N2C1c1ccccc1 (stereo not given)
    i	i	i	i	i	0.1	i	21	i	i	i
8: O=C(COc1cccc(C(F)(F)F)c1)Nc1ccc(S(=O)(=O)N2CCCCC2)cc1
    i	i	i	i	i	0.1	i	-18	i	i	i
9: Cc1ccccc1C(=O)OCC(=O)N(C)c1ccccc1
    i	i	i	i	i	0.3	i	0	i	i	i
10: COC(=O)c1ccccc1NC(=O)C1CCCN(c2nnc(-n3cccc3)s2)C1 (stereo not given)
    i	i	i	i	i	0.2	i	21	i	i	i
11: CCOC(=O)c1c(C)[nH]c(C(=O)OCC(=O)N2CC(C)OC(C)C2)c1C (stereo not given)
    i	i	i	i	i	-0.9	i	27	i	i	i
12: COc1cccc(NC(=S)NNC(=O)Cn2nc([N+](=O)[O-])cc2C)c1
    i	i	i	i	i	0.2	i	18	i	i	i
13: Cc1ccccc1C(=O)N1CCC(n2nccc2NC(=O)CCOc2ccccc2)CC1
    i	i	i	i	i	0.5	i	16	i	i	i
14: COc1cccc(NC(=O)NC2CCCCC2C)c1 (stereo not given)
    i	i	i	i	i	-0.4	i	-2	i	i	i
15: COc1ccc(NC(=O)N/C=C/c2ccco2)cc1
    i	i	i	i	i	0.0	i	23	i	i	i

Continued:
Each structure is followed by: PolyA inh	MrgX1 antag	TRPC4 potent	MrgX1 agonist	TRPC6 act	HIF activator	TRPC4 inh	AI-2 QS mod	TRPC4 act	TRPC6 inhibitor	MrgX1 PAM
16: O=C(CSc1nnc(CNc2ccc(F)cc2)n1Cc1ccco1)NC1CC1
    i	i	i	i	i	1.2	i	32	i	i	i
17: CN1C(=O)CSc2ccc(NC(=O)NCc3ccc(F)cc3)cc21
    i	i	i	i	i	-0.3	i	?	i	i	i
18: COc1ccc(CNC(=O)N2CCN(c3cccc(Cl)c3)CC2)cc1OC
    i	i	i	i	i	0.3	i	-3	i	i	i
19: O=C(Nc1ccc(Oc2ccccc2)nc1)C1CCN(Cc2ccco2)CC1
    i	i	i	i	i	0.1	i	16	i	i	i
20: O=C(CSc1cccc[n+]1[O-])c1ccc(-c2ccccc2)cc1
    i	i	i	i	i	4.1	i	2	i	i	i
21: COC(=O)c1ccc(-c2cc(CC3(C(=O)OC)CCN(C(=O)OC(C)(C)C)CC3)on2)cc1
    i	i	i	i	i	0.1	i	13	i	i	i
22: CC(C)(C)c1ccc(Cn2ccc(-c3ccc4c(c3)OCO4)n2)cc1
    i	i	i	i	i	0.8	i	-35	i	i	i
23: COC(=O)[C@H]1C[C@@H]1[C@H](NC(=O)OCc1ccccc1)c1ccccc1
    i	i	i	i	i	-3.5	i	22	i	i	i
24: Nc1ccc(Sc2nnnn2-c2ccccc2)c(Cl)c1
    i	i	i	i	i	/	i	0	i	i	i
25: Cc1ccccc1-n1nc(C)c2c1N=C1C(Cl)=CC(Cl)=CN1C2c1ccc(C(=O)O)cc1 (stereo not given)
    i	i	i	i	i	0.0	i	21	i	i	i
26: COc1ccc(C)cc1S(=O)(=O)N1CCN(c2ccccc2)CC1
    i	i	i	i	i	-1.1	i	-4	i	i	i
27: CC(=O)c1sc(NC(=O)COc2ccc(Br)cc2)nc1C
    i	i	i	i	i	-0.1	i	8	i	i	i
28: CN(C)c1cc[n+](CC(=O)c2ccc(Br)cc2)cc1
    i	i	i	i	i	0.1	i	8	i	i	i
29: O=C(CCCC(=O)N(CC(=O)NC1CCCCC1)c1ccccc1F)Nc1ccccn1
    i	i	i	i	i	-0.1	i	19	i	i	i
30: COc1cc(C2SCC(=O)N2CCc2ccc(OC)c(OC)c2)ccc1O (stereo not given)
    i	i	i	i	i	0.7	i	9	i	i	i

Further structures follow:
Each structure is followed by: PolyA inh	MrgX1 antag	TRPC4 potent	MrgX1 agonist	TRPC6 act	HIF activator	TRPC4 inh	AI-2 QS mod	TRPC4 act	TRPC6 inhibitor	MrgX1 PAM
31: COc1ccc(NC(=S)N/N=C2\CC(C)(C)Oc3ccc(OC)cc32)cc1
    i	i	i	i	i	0.0	i	18	i	i	i
32: CC(NC(=O)COC(=O)c1ccc(N(C)C)cc1)c1ccccc1 (stereo not given)
    i	i	i	i	i	0.1	i	12	i	i	i
33: CCN(CC)c1nc(Nc2ccccc2)nc(Oc2ccc(=O)[nH]n2)n1
    i	i	i	i	i	-0.1	i	31	i	i	i
34: CCc1ccccc1NC(=O)Nc1cccc(F)c1
    i	i	i	i	i	0.2	i	16	i	i	i
35: Clc1ccccc1-c1nnc2sc(-c3ccc(Br)o3)nn12
    i	i	i	i	i	0.4	i	13	i	i	i
36: CN(CCN1CCOCC1)Cc1nc(-c2ccccc2)no1
    i	i	i	i	i	0.1	i	7	i	i	i
37: CCOC(=O)c1cccc(C(=O)OCC)n1
    i	i	i	i	i	-1.6	i	24	i	i	i
38: S=C1NCN(Cc2ccco2)CN1
    i	i	i	i	i	-3.4	i	16	i	i	i
39: CC(NC(=O)c1cccs1)C1CCCO1 (stereo not given)
    i	i	i	i	i	-0.3	i	10	i	i	i
40: O=S(=O)(c1ccc(F)c2ccccc12)N1CCCCC1
    i	i	i	i	i	-0.3	i	10	i	i	i
41: Cc1ccc(Cl)cc1NC(=O)[C@@H]1CCC(=O)N1C1OC(=O)c2ccccc21 (stereo not given in full)
    i	-9.9*	i	i	i	-0.2	i	41	i	i	i
42: O=C(O)c1ccc(CS(=O)(=O)c2ccc(Br)cc2)cc1
    i	i	i	i	i	-6.7	i	28	i	i	i
43: CC(C)Oc1ccc(OCCn2c(=S)[nH]c3c(N)ncnc32)cc1
    i	i	i	i	i	0.5	i	57	i	i	i
44: O=C(CCS(=O)(=O)c1ccccc1)OCc1ccc([N+](=O)[O-])cc1
    i	i	i	i	i	-0.2	i	-7	i	i	i
45: O=C(COC(=O)c1cc([N+](=O)[O-])ccc1N1CCOCC1)Nc1c(Cl)cccc1Cl
    i	i	i	i	i	-0.6	i	18	i	i	i

Continuation.
Each structure is followed by: PolyA inh	MrgX1 antag	TRPC4 potent	MrgX1 agonist	TRPC6 act	HIF activator	TRPC4 inh	AI-2 QS mod	TRPC4 act	TRPC6 inhibitor	MrgX1 PAM
46: CC(=O)Nc1cccc2ncccc12
    i	i	i	i	i	-0.3	i	22	i	i	i
47: Cc1csc(SCc2nc3scc(-c4ccccc4)c3c(=O)[nH]2)n1
    i	i	i	i	i	0.3	i	7	i	i	i
48: O=C(COc1ccccc1)Nc1cccc(-c2nnc(-c3ccccc3)o2)c1
    i	i	i	i	i	6.2	i	23	i	i	i
49: Clc1cccc(CSc2ncn(-c3ccccc3)n2)c1
    i	i	i	i	i	0.6	i	-61	i	i	i
50: CC(C)(C)c1ccc(S(=O)(=O)N2CCN(c3ccccn3)CC2)cc1
    i	i	i	i	i	-0.1	i	10	i	i	i
51: Cc1c(NC(=O)C(C)Sc2n[nH]c(N)n2)c(=O)n(-c2ccccc2)n1C (stereo not given)
    i	i	i	i	i	0.0	i	0	i	i	i
52: CCSc1nnc(NC(=O)COc2ccccc2[N+](=O)[O-])s1
    i	i	i	i	i	2.8	i	23	i	i	8.6*
53: Cn1c(=O)[nH]c(=O)c2c1nc(NN)n2CCOc1ccccc1
    i	i	i	i	i	-0.1	i	3	i	i	i
54: CC(C)C(=O)Nc1ccc2oc(-c3cc(F)c(F)cc3Cl)nc2c1
    i	i	i	i	i	3.7	i	10	i	i	i
55: CCOC(=O)C(=O)Nc1sc(C(=O)N(CC)CC)c(C)c1C#N
    i	i	i	i	i	-0.6	i	18	i	i	i
56: O=C(Nc1ccc(Cl)cc1F)C1CC1
    i	i	i	i	i	-0.5	i	0	i	i	i
57: COc1ccccc1C(=O)NCCC(=O)Nc1ncccc1O
    i	i	i	i	i	-0.1	i	12	i	i	i
58: O=C(CNC(=O)c1cccc(F)c1)N/N=C/C=C/c1ccccc1
    i	i	i	i	i	-0.4	i	10	i	i	i
59: CN(CC(=O)Nc1cccc(S(=O)(=O)N2CCOCC2)c1)CC(=O)Nc1ccc(Cl)c(C(F)(F)F)c1
    i	i	i	i	i	0.3	i	7	i	i	i
60: Cc1ccc(C)c(OCC(O)CN2CCN(CCN3C(=O)c4cccc5cccc(c45)C3=O)CC2)c1 (stereo not given)
    i	i	i	i	i	2.5	i	1	i	-5.1*	i

(listing goes on)
Each structure is followed by: PolyA inh	MrgX1 antag	TRPC4 potent	MrgX1 agonist	TRPC6 act	HIF activator	TRPC4 inh	AI-2 QS mod	TRPC4 act	TRPC6 inhibitor	MrgX1 PAM
61: COc1ccccc1-c1cc(C(=O)Nc2c(F)cc(F)cc2Br)no1
    i	i	i	i	i	-0.4	i	9	i	i	i
62: COc1cc2c(cc1N/C=C(\C#N)c1nc(-c3ccc(F)cc3)cs1)oc1ccccc12
    i	i	i	i	i	-0.8	i	12	i	i	i
63: COc1nc(Nc2cccc(F)c2)nc(OC)n1
    i	i	i	i	i	0.7	i	3	i	i	i
64: CC(C)NC(=O)c1c(CSc2ccccc2)noc1C(=O)NCc1ccccc1
    i	i	i	i	i	0.0	i	12	i	i	i
